# LMPTP inh = blocks human LMPTP phosphatase; P24666; recombinant LMPTP-A, OMFP fluorogenic substrate, fluorescence intensity; inhibition, % at 20 µM; 360,000 tested, 0.22% active;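 active = compounds that cut the enzyme signal by at least half of the control window in the single-dose screen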;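 also: plate controls were DMSO wells with enzyme plus substrate for no effect and substrate without enzyme for full effect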
# Target sequence (P24666 whole entry, looked up): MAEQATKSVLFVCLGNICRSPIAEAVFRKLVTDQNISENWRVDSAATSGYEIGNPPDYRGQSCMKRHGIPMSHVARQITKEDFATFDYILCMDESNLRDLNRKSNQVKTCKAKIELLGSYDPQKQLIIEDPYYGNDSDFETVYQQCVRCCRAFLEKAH
#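 Assay system: LMPTP-A enzyme. Input: 0.625 nM LMPTP-A final. Probe or stimulus: 400 µM OMFP. Compound dosing: single 20 µM dose. Schedule: 50 min dark incubation at room temperature. Detection: fluorescence intensity of OMFP turnover product. Read-out: percent inhibition versus substrate-only and uninhibited controls. Benchmarks: no-enzyme low control, uninhibited high control.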
# Rpn11 inh = inhibitors of human proteasome Rpn11. O00487. human 26S proteasome, Ub4-pepOG fluorescence polarization; 20S core pre-blocked with epoxomicin. calls only at 20 µM. 360,000 tested, 0.59% active. AID 588493;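 active = inhibition at 20 µM, scaled to each plate's controls, above about 33%, limit read from the data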
# SUMO1-SIM PPI = alters human SUMO1 binding to SIM partners | P63165 | SUMO1 binding to a labelled peptide, TR-FRET, 1 h | inhibition, % at 20 µM | 360,000 tested, 0.33% active; in the data active = inhibition above about 37%
# DNMT1 block = inhibitors of human DNMT1; inhibition (reported as % activation of signal), % at 10 µM; P26358; 360,000 tested, 0.83% active; DNMT1 molecular beacon, Hinp1I cleavage, fluorescence; AID 588458; in the data active = inhibition above about 50%
# Scp-1 inhibitor = Scp-1 (human) phosphatase inhibition | Q9GZU7 | Recombinant Scp1, phosphopeptide, malachite green phosphate absorbance | inhibition, % at 20 µM | 340,000 tested, 0.88% active | AID 493091;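 active = inhibition above about 50% at 20 µM, limit read from the data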;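 also: plate controls were DMSO wells with enzyme for no effect and wells lacking enzyme for full effect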
#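 System: truncated SCP-1 phosphatase (76-261aa); medium: Tris acetate buffer pH 5.5 with MgCl2 and Tween-20; incubation: 45 min room-temperature reaction, 5 min colour, 30 min stabiliser; compound: single 20 µM dose, 1% DMSO; reagent: Phosphorylated 17-residue peptide substrate; read-out: % inhibition at 20 µM; technique: colorimetric free-phosphate detection, absorbance 630 nm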
# NadD block = NadD (S. aureus) enzyme inhibition. purified NadD enzyme, colorimetric absorbance read-out. inhibition, % at 20 µM. 360,000 tested, 0.78% active. AID 602399; in the data active = inhibition above about 26%; also: some compounds past the cut are filed as inactive
# STEP block = STEP (human) phosphatase inhibition; P54829; recombinant STEP, OMFP fluorogenic substrate, fluorescence; inhibition, % at 20 µM; 360,000 tested, 0.25% active;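 active = inhibition at 20 µM, scaled per plate between control wells, above about 37%, limit read from the data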;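 also: 0% = DMSO with enzyme and substrate and 100% = substrate only without enzyme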
#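 System: STEP (striatal-enriched tyrosine phosphatase) enzyme, cell-free; medium: Bis-Tris pH 6.0 buffer with DTT, detergent; dosing: 20 µM, 1% DMSO; times: reaction 20 min, ambient temperature; detection: fluorescence, 480/540 nm; read-out basis: normalized % inhibition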
# MT1-MMP act inh = blocks activation of human MT1-MMP. GFP/RFP ratio change, % at 20 µM. HT1080 RFP-PRO-GFP cells, GFP/RFP ratio fluorescence, overnight; percent of plate control window, DMSO zero. P50281. AID 651647. 360,000 tested, 0.061% active;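 active = GFP/RFP ratio change of at least 30% with cell ATP level not reduced by more than half and red fluorescence within 50% of control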; also: strong numbers were not always called active
#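 Assay system: HT1080 cells carrying an RFP-PRO-GFP reporter | Dosing: Single dose of 20 µM compound, 1% DMSO final | Incubation: Cells overnight before dosing, compound overnight, 37 °C, 5% CO2 | Evaluation: GFP/RFP fluorescence ratio | Control set: DMSO and RFP-L50D-GFP cell wells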
# SKN-1 inh = blocks SKN-1 activity in C. elegans | C. elegans VP596 Pgst-4::GFP/RFP ratio, acrylamide-induced, 24 h | inhibition, % at 21.8 µM | 360,000 tested, 0.49% active;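 active = interference check ratio from 0.5 to 1.5 plus GFP to RFP signal ratio inhibition reaching or exceeding a fixed threshold, cut at about 30% in these data, passing the limit was not always enough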; also: some compounds called inactive have numbers as strong as hits
# CendR NRP1 mod = NRP-1/CendR interaction modulation. O14786. FAM-RPARPAR peptide binding to NRP-1, fluorescence polarization. inhibition, % at 25 µM. 360,000 tested, 0.85% active. AID 602438;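 active = inhibition or corrected inhibition above about 18%, plus a signal ratio from 0.5 to 1.5, limit read from the data, passing the limit was not always enough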; also: strong numbers were not always called active
# Target sequence (O14786 whole entry, looked up): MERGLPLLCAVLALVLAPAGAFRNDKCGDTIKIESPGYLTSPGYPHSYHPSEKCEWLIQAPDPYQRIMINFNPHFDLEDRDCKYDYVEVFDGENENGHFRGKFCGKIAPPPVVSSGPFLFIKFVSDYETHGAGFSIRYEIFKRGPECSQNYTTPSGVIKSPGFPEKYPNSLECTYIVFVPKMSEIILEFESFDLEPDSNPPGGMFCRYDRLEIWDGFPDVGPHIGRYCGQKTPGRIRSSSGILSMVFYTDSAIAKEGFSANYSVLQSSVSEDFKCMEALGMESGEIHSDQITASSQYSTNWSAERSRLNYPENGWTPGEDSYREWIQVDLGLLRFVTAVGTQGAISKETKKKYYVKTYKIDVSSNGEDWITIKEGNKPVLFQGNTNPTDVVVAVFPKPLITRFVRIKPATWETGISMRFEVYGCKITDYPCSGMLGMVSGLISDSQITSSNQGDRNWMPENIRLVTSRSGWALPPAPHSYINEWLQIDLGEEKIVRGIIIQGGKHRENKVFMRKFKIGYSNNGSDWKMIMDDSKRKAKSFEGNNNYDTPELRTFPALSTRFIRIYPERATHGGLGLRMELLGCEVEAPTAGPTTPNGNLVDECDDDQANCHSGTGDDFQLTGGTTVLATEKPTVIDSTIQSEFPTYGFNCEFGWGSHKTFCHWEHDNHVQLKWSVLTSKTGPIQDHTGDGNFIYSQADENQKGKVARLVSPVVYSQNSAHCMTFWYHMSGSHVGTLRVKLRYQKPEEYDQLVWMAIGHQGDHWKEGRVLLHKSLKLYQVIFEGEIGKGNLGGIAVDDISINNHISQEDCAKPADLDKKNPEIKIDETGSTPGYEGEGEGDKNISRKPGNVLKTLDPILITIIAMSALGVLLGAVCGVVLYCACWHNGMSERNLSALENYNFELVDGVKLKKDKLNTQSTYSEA
# Starred values were filed as active, the others as inactive; i = inactive; . = no result given.
SMILES,LMPTP inh,Rpn11 inh,SUMO1-SIM PPI,DNMT1 block,Scp-1 inhibitor,NadD block,STEP block,MT1-MMP act inh,SKN-1 inh,CendR NRP1 mod
Cc1cc(C)nc(Nc2n[nH]c(COc3ccc4ccccc4c3)n2)n1,-3.7,i,2.3,-0.7,9.6,2.1,-1.5,8.2,10.2,0.9
CC(C)c1c(O)cc(-c2ccncc2)n(-c2ccc(Cl)cc2)c1=O,-2.8,i,-3.1,1.3,-4.2,-0.9,-2.8,-4.9,5.4,-0.6
Cc1ccc(-c2ccc(S(=O)(=O)Nc3cccnc3)cc2)cc1,2.0,i,4.8,3.5,0.9,13.2,-1.2,7.0,-1.8,4.4
O=C(NCc1ccc2c(c1)OCO2)c1ccccn1,-1.2,i,4.8,1.8,-4.9,-1.5,3.0,0.1,8.9,3.2
O=C(CC12CC3CC(CC(Br)(C3)C1)C2)NC1=NCCS1,-0.5,i,2.7,-0.3,-5.2,-2.4,0.5,0.6,10.7,0.0
CCOc1ccc(OCC)c(NC(=O)C2CCCN(c3nc(C)cc(C)n3)C2)c1 (stereo not drawn),0.6,i,-1.8,-6.4,-0.3,0.4,1.3,5.6,8.0,3.6
COc1ccc(F)cc1S(=O)(=O)n1nnc2ccccc21,-0.1,i,-17.2,0.7,8.3,-7.3,-0.6,-3.6,11.7,9.8
CCOc1ccc(Nc2nc(Cc3nnc(SCC(=O)c4ccc(C)cc4)o3)cs2)cc1,5.2,i,3.2,-12.3,8.9,13.7,1.3,-5.2,-1.1,2.5
O=C(CSc1nnnn1C1CCCC1)N1CCOCC1,0.2,i,1.4,3.8,1.6,-3.0,1.1,-1.1,4.5,-1.5
Cc1ccc(C(=O)NNC(=O)C2CSC3(C)CCC(=O)N23)cc1 (stereo not drawn),-1.7,i,0.1,0.6,-3.5,1.7,-2.4,1.1,13.6,-0.5
Cc1cc2cc(C(=O)N3CCc4c([nH]c5ccccc45)C3c3ccccn3)ccc2o1 (stereo not drawn),0.7,i,-7.1,2.1,-4.1,-4.4,13.2,0.5,18.1,3.1
CCOC(=O)/C(C#N)=C\c1ccc(N2CCN(C)CC2)cc1,-0.7,i,-28.6,8.0,-5.2,-1.7,0.8,-8.6,5.4,-28.6
CCOc1cccc(NC(=O)C2CC(=O)N(C)C2)c1 (stereo not drawn),-2.2,i,-1.7,2.4,-5.5,-5.4,1.0,1.9,-4.1,10.7
C=CCNc1nc2c(c(=O)[nH]c(=O)n2C)n1Cc1cccc(C)c1,-0.2,i,2.4,0.4,-0.2,1.7,1.7,6.4,3.9,3.9
Cc1ccc(S(=O)(=O)CCC(=O)OCC(=O)N2CC(=O)Nc3ccccc32)cc1,0.1,i,-2.5,-3.0,-8.0,2.7,1.1,3.6,13.3,-1.9
CN1CCCN(C(=O)C2CCCCC2)CC1,-2.7,i,-0.5,-0.6,-5.1,-2.8,2.1,2.3,1.7,-11.6
CC12CCC(=O)N1C(C(=O)Nc1ccccc1N1CCOCC1)CS2 (stereo not drawn),-1.2,i,-2.7,0.7,-4.2,-8.7,2.9,0.2,13.9,-3.7
COc1nc(NC23CC4CC(CC(C4)C2)C3)nc(OC)n1,0.0,i,2.3,0.5,-7.5,-4.1,-5.8,-0.8,11.4,-2.8
COc1ccc(S(=O)(=O)N2CCC(C(=O)NCCC(=O)Nc3nccs3)CC2)cc1,-1.6,i,7.1,-1.1,-5.3,4.2,-0.3,-1.4,12.5,1.8
Cn1nc(-c2ccccc2)c2ncc(C(F)(F)F)cc21,1.6,i,-3.5,2.1,1.1,-6.6,0.2,-2.1,1.8,4.4
O=C(NC(=O)c1ccc(C(F)(F)F)cc1)Nc1ccc(-c2cnco2)cc1,-2.9,i,5.8,23.1,-3.8,2.2,0.3,0.6,0.0,6.2
Cc1oc(-c2ccccc2F)nc1CS(=O)(=O)CC(=O)NCc1ccccc1Cl,0.8,i,7.5,-3.5,-11.9,-2.0,1.6,8.8,11.1,0.1
CC(C)(c1ccc(O)cc1)c1ccc(O)cc1,-1.3,i,2.3,0.8,-3.4,-3.4,-4.5,4.7,-2.6,0.1
Cc1ccc[n+](Cc2ccc([N+](=O)[O-])cc2)c1,-0.7,i,-8.0,-3.5,27.6,-3.2,-2.6,2.5,-9.2,-16.5
COc1ccc(N2CCN(C(=O)C(OC(C)=O)c3ccccc3)CC2)cc1 (stereo not drawn),-1.7,i,1.2,0.0,-6.7,0.0,-1.2,0.5,8.4,10.7

# Additional compounds follow.
SMILES,LMPTP inh,Rpn11 inh,SUMO1-SIM PPI,DNMT1 block,Scp-1 inhibitor,NadD block,STEP block,MT1-MMP act inh,SKN-1 inh,CendR NRP1 mod
c1ccc2c(c1)oc1c(N3CCOCC3)ncnc12,0.9,i,3.0,1.8,-4.8,0.5,0.2,-3.7,9.1,11.7
O=C(Nc1ccc(NC(=O)c2cc([N+](=O)[O-])ccc2N2CCOCC2)cc1)c1cccs1,0.9,i,-11.5,-4.4,-4.1,4.9,9.4,-2.5,4.9,-16.7
COc1ccc(N2CCN(C(=O)c3oc4c(c3C)C(=O)CCC4)CC2)cc1,-0.5,i,0.4,0.0,-4.7,-2.2,0.5,-3.1,6.7,-11.1
CCc1cc2c(=O)c(-c3nc4ccccc4n3C)c(CCCC(=O)O)oc2cc1OC(=O)C(C)(C)C,0.9,i,8.6,2.4,-7.3,5.5,-0.3,-0.4,-3.4,3.6
CC(C)[C@H](NC(=O)NCCc1ccc(Cl)cc1)C(=O)O,0.7,i,-0.8,-0.5,-1.8,-3.3,3.2,3.3,-13.8,4.1
Cc1[nH]c2ccccc2c1CCNC(=O)c1ccc2c(c1[N+](=O)[O-])C(=O)c1ccccc1C2=O,-1.0,i,6.0,5.1,-7.0,40.1*,3.8,40.9,32.9,5.0
Cc1cc(NC(=O)Cc2ccccc2)nc2c1c(=O)oc1ccccc12,0.1,i,-4.0,2.6,-9.1,2.1,1.3,0.9,7.5,-7.3
COC(=O)c1sc(=S)sc1C(=O)OC,2.6,i,-5.0,-16.8,-8.0,5.1,7.3,11.4,11.5,-1.1
Cc1ccc(/C(O)=C/C(=O)C(=O)NC23CC4CC(CC(C4)C2)C3)cc1,-1.0,i,-1.3,0.2,-12.8,-2.2,4.0,-6.8,21.5,-7.1
N#CC1=C(N)Oc2ccc3ccccc3c2C1c1cccnc1 (stereo not drawn),0.3,i,3.6,-0.7,-5.7,0.3,1.0,-4.6,4.7,0.8
Nc1ccnn1Cc1cccs1,-1.8,i,1.8,-4.6,-4.9,8.8,-1.8,3.0,3.7,-5.8
CSCCC(CO)NC(=O)OCc1ccccc1 (stereo not drawn),0.2,i,2.2,-1.2,10.0,2.9,1.9,-3.5,16.4,-1.9
CN1CCN(C(c2ccccc2)c2nnnn2C(C)(C)C)CC1 (stereo not drawn),1.2,.,-1.6,.,.,-2.7,.,-0.5,6.0,2.0
Cc1ccc(NC(=O)CCS(=O)(=O)c2ccccc2)cc1S(=O)(=O)N1CCOCC1,-0.5,i,-0.5,0.2,-2.6,-8.2,-0.6,4.6,2.4,0.3
CSc1ccc(Cn2c(C)c(C(=O)NCc3ccc4c(c3)OCCO4)sc2=O)cc1,2.8,i,2.3,-9.7,.,2.0,0.6,0.9,5.6,3.0
C=CCn1nnnc1-c1cccc(Cl)c1,0.2,i,-2.2,3.9,-3.2,2.9,0.5,2.5,-12.5,1.3
Cc1cc(NC(C)C)n2c(nc3ccccc32)c1C#N,-0.3,i,1.3,13.6,-2.9,-0.6,-0.2,0.5,8.0,-28.8
COCCNC(=O)C1(C)CCCN(C(=O)c2c(-c3ccccc3)noc2C)C1 (stereo not drawn),-1.9,i,0.8,-0.4,.,-8.9,-2.0,-6.2,-4.6,-1.8
Cc1cc(C)n2c(SCc3nnc(-c4cccs4)o3)nnc2n1,0.0,i,2.6,8.4,12.2,-1.9,1.5,3.8,3.2,2.1
CCC(CO)Oc1cc(NCc2ccc(C(C)(C)C)cc2)c2ncn(C(C)C)c2c1 (stereo not drawn),2.5,i,4.0,-18.2,4.1,-0.1,0.7,-3.0,9.9,4.5
COc1ccc(NC(=O)c2cc(=O)[nH]c3ccccc23)cc1,-0.8,i,3.6,6.2,-10.0,-5.1,-1.8,1.7,8.4,-2.8
CCN(c1cccc(C)c1)S(=O)(=O)c1ccc2c(c1)NC(=O)CS2,0.4,i,6.1,-3.4,-5.7,-1.6,-1.0,-1.0,14.2,9.8
Cc1ccc2c(c1)C(=O)C(=O)N2c1ccc(C(F)(F)F)cc1,1.4,i,-13.8,-7.1,3.9,1.0,-1.4,3.1,-5.5,-0.4
CCCCn1nnnc1C(c1cc2ccccc2o1)N1CCN(CC(=O)N2CCCC2)CC1 (stereo not drawn),-0.8,.,-1.2,.,.,0.7,.,0.2,5.7,-5.9
CCOC(=O)CCCN1CC(O)=C(c2nc(-c3ccc(Cl)cc3)cs2)C1=N,4.0,i,-2.2,11.9,4.8,1.2,5.0,4.2,3.5,-6.4
Cc1sc(NC(=O)CCl)c(C(=O)c2ccccc2)c1C,0.1,i,-7.6,5.3,-6.6,1.3,4.9,-3.5,-18.9,0.2
CCC(C)c1ccc(S(=O)(=O)N2CCN(C(=O)CN3C(=O)NC(C)(C4CC4)C3=O)CC2)cc1 (stereo not drawn),0.5,i,-3.5,6.6,.,2.7,-1.7,2.2,8.7,-4.8
CC[C@]12c3[nH]c4cc(-c5ccco5)ccc4c3CCN1C(=O)[C@@H](CC(=O)NC/C=C(\C)CCC=C(C)C)C[C@@H]2C(=O)N1CCN(C(=O)C2CC2)CC1,5.0,i,-1.8,-29.8,1.3,7.8,0.9,-2.8,9.8,-14.9

# Whole records, looked up by structure. Order of screens: LMPTP inh | Rpn11 inh | SUMO1-SIM PPI | DNMT1 block | Scp-1 inhibitor | NadD block | STEP block | MT1-MMP act inh | SKN-1 inh | CendR NRP1 mod
# Listed for Cc1ccc2c(c1)C(=O)C(=O)N2c1ccc(C(F)(F)F)cc1 : 1.4 | i | -13.8 | -7.1 | 3.9 | 1.0 | -1.4 | 3.1 | -5.5 | -0.4
# Listed for Cc1cc(C)n2c(SCc3nnc(-c4cccs4)o3)nnc2n1 : 0.0 | i | 2.6 | 8.4 | 12.2 | -1.9 | 1.5 | 3.8 | 3.2 | 2.1

# Molecules from the list above containing a COOH group (two):
SMILES,LMPTP inh,Rpn11 inh,SUMO1-SIM PPI,DNMT1 block,Scp-1 inhibitor,NadD block,STEP block,MT1-MMP act inh,SKN-1 inh,CendR NRP1 mod
CCc1cc2c(=O)c(-c3nc4ccccc4n3C)c(CCCC(=O)O)oc2cc1OC(=O)C(C)(C)C,0.9,i,8.6,2.4,-7.3,5.5,-0.3,-0.4,-3.4,3.6
CC(C)[C@H](NC(=O)NCCc1ccc(Cl)cc1)C(=O)O,0.7,i,-0.8,-0.5,-1.8,-3.3,3.2,3.3,-13.8,4.1

# Screening results deposited in PubChem by Sanford-Burnham Center for Chemical Genomics.
